# Bioassay records (PubChem)
# DSG3 Ab inh: inhibitors of pemphigus antibody binding to DSG3, primary screen, biochemical, bead-based, flow cytometry, scFv-GFP | Desmoglein-3 (Homo sapiens), P32926 | DSG3-coupled beads, scFv-anti-DSG3-GFP binding; active compounds read low | binding (percent of control), % at 10 µM | 310,000 compounds, 0.48% hits | AID 588358, 2011;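 active means binding more than 3 SD below its plate's average and above zero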;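 further: hits lower antibody fragment binding to DSG3; some compounds called inactive have numbers as strong as hits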
# V-ATPase pHluor: regulators of yeast V-ATPase proton pumping, primary screen, pHLuorin cytosolic pH fluorescence | S. cerevisiae | response, % at 10 µM | 350,000 compounds, 0.37% hits; in the data active means response mostly above about 7.3%, no sharp cut-off; inactive means mostly below about 5.4%; further: actives read high; inactives centre near 0; some compounds called inactive have numbers as strong as hits; reference of the scale not given here
# Arr AP2 block: inhibitors of beta-arrestin/AP2 binding, primary screen, biochemical, GPCR trafficking, flow cytometry; inhibition, % at 10 µM; FITC-arrestin peptide / GST-AP2 beads; AP2 beta2 appendage carries R879A mutation; 340,000 compounds, 0.31% hits;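 active means inhibition above a set limit, near 3 SD of compounds lacking own fluorescence, cut at about 54% in these data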;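 further: plate controls were DMSO wells for no effect and 5 µM unlabelled arrestin peptide for full effect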
#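 Test system: GST-tagged AP2 beta2-adaptin appendage (R879A) on 4 µm glutathione beads; also added: fluorescein-tagged arrestin peptide at 50 nM final; timing: 12 min plus 1 h, RT; signal: flow cytometry, FL1 (488/535 nm); read-out: percent drop in bead-associated FITC signal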
# PKA-R1A act: activators of PKA-R1A holoenzyme, primary screen, biochemical, fluorescence polarization, Cy5-IP20, bovine R1A, mouse PKAc; cAMP-dependent protein kinase type I-alpha regulatory subunit (Bos taurus) + …; activation, % at 11.4 µM; 340,000 compounds, 0.083% hits; PKA-R1A dissociation; scaled: DMSO 0%, 113 µM cGMP 100%;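 active means percent activation above the mean of all tested compounds plus 3 SD, cut at about 19% in these data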;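 further: higher means more PKAc released from R1A so a rise in polarization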
# OPRM1-OPRD1 inv: inverse agonists of MOR-DOR heterodimerization, primary screen, cell-based, luminescence. Mu-type opioid receptor (Homo sapiens) + Delta-type opioid receptor (Homo sapiens), …. cell-based MOR-DOR heterodimer luminescence, inverse agonism. inhibition, % at 9.3 µM. 340,000 compounds, 0.21% hits; in the data active means inhibition above about 22%, passing the limit was not always enough;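 further: 0% = cells with DMSO and 100% = wells without cells with DMSO; values of inactives mirror those of a sister screen read the other way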
# PKA-R2B act: activators of PKA-R2B holoenzyme, primary screen, biochemical, fluorescence polarization, Cy5-IP20, human; cAMP-dependent protein kinase catalytic subunit beta (Homo sapiens) + cAMP-dependent …; PKA-R2B holoenzyme dissociation; R2B truncated from residue 108, S112A mutant; 0% DMSO only, 100% 113 µM cGMP; activation, % at 11.4 µM; 340,000 compounds, 0.079% hits; AID 504700, 2011;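 active means activation above a cutoff set at the mean over all compounds plus 3 SD, cut at about 18% in these data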;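 further: higher means more holoenzyme dissociation and a rise in polarization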
# Target sequence (P31323 whole entry, looked up, other chains not shown, the tested form may be a part): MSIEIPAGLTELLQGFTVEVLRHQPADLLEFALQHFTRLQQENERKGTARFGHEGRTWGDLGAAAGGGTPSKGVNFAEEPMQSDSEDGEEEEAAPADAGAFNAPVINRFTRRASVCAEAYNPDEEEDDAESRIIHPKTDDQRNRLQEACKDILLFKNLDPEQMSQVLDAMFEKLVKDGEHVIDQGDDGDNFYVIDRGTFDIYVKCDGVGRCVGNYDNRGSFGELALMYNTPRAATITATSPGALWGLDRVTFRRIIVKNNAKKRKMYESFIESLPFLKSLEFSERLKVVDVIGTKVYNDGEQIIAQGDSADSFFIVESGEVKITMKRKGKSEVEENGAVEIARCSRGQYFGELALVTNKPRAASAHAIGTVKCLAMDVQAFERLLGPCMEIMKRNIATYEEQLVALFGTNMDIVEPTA
# HTR5A inv ctr: HTR5A inverse agonists in luminescence cell assay, primary screen, counter-screen for OPRM1-OPRD1 heterodimer inverse agonist project, full-deck HTS; 5-hydroxytryptamine receptor 5A (Homo sapiens), P47898; HTR5A cell line, inverse agonism; inhibition, % at 9.3 µM; 340,000 compounds, 0.083% hits; AID 504634, 2011; in the data active means inhibition mostly above about 23%, no sharp cut-off; inactive means mostly below about 18%;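 further: 0% = cells with DMSO and 100% = no-cell wells with DMSO; some compounds called inactive have numbers as strong as hits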
# HTR5A ag ctr: HTR5A agonists in luminescence cell assay, primary screen, counter-screen for OPRM1-OPRD1 heterodimer agonist project, full-deck HTS | 5-hydroxytryptamine receptor 5A (Homo sapiens), P47898 | cell-based | activation, % at 9.3 µM | 340,000 compounds, 0.61% hits | AID 504692, 2011; in the data active means activation mostly above about 9.5%, no sharp cut-off; inactive means mostly below about 7.6%;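 further: 0% = cells with vehicle only and 100% = reference agonist; strong numbers were not always called active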
# DAGLB inh: DAGLB lipase inhibitors, primary screen, biochemical, fluorescence, HTS; Diacylglycerol lipase-beta (Homo sapiens), Q8NCG7; HEK293T DAGLB membrane lysate, EnzChek fluorogenic substrate; inhibition, % at 5.17 µM; 340,000 compounds, 0.059% hits; in the data active means inhibition above about 34%;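 further: 0% = enzyme with vehicle and 100% = wells lacking enzyme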
# Target sequence (Q8NCG7 whole entry, looked up): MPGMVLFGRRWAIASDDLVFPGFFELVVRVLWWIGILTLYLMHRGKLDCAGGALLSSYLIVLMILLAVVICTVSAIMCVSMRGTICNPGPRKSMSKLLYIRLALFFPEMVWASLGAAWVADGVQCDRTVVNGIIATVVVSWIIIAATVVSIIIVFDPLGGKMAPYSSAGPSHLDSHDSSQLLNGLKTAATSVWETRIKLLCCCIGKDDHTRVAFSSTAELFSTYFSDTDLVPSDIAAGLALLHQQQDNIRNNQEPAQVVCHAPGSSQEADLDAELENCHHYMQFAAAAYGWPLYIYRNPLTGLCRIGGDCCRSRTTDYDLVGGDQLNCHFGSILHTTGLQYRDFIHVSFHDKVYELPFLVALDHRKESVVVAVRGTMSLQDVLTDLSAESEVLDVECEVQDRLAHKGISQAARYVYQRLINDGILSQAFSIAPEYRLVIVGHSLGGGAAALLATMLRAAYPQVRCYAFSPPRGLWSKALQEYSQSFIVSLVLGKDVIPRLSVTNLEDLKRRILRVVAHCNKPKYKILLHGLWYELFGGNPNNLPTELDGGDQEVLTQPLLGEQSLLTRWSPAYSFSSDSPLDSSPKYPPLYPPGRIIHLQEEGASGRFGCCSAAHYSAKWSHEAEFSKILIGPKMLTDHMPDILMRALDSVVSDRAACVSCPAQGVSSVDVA
# OPRM1-OPRD1 ag: agonists of OPRM1-OPRD1 heterodimerization, primary screen, cell-based, luminescence | Mu-type opioid receptor (Homo sapiens) + Delta-type opioid receptor (Homo sapiens), … | cells | activation, % at 9.3 µM | 340,000 compounds, 0.3% hits; in the data active means activation above about 18%;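 further: 0% = vehicle-treated cells and 100% = reference agonist; values of inactives mirror those of a sister screen read the other way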
# * marks the source's active call; other numbers are inactive results; . = no result given; & = joins results of further samples.
SMILES,DSG3 Ab inh,V-ATPase pHluor,Arr AP2 block,PKA-R1A act,OPRM1-OPRD1 inv,PKA-R2B act,HTR5A inv ctr,HTR5A ag ctr,DAGLB inh,OPRM1-OPRD1 ag
O=C(CSc1nnc2ccc(-c3cccnc3)nn12)Nc1ccc(F)cc1,108,0,6,-3,-10,3,-5,2,0,1.5
CCN(CC)CCOCCOc1ccccc1F,98,-2,5,1,12,8,-16,2,-1,-2.2
COC(=O)c1ccc(NC(=O)CSc2nnc(C(C)NC(=O)c3ccccc3Cl)n2C)cc1 (configuration not stated),112,1,5,-1,-3,0,28,0,-2,0.6
CCNc1nnc(CSc2nc3ccccc3s2)s1,.,-5,14,5,-5,5,16,-4,1,0.8
O=C(Nc1ccc(C(=O)N2CCCCC2)cc1)C1CCCC1,94,-6,26,-9,5,-2,8,-2,-1,-1.0
O=S1(=O)CCN(C(CCO)c2cccc(C(F)(F)F)c2)CC1 (configuration not stated),.,-3,21,2,11,-6,0,0,0,-2.5
Cc1cccc(N2CC(C(=O)NCc3ccco3)CC2=O)c1C (configuration not stated),96,-1,-7,7,21,1,-14,6,-1,-5.3
O=C1CCCN1CCC1CCN(C2CC(=O)N(Cc3ccc(N4CCCC4=O)cc3)C2=O)CC1 (configuration not stated),119,-4,19,8,6,1,-1,0,-2,-0.9
C[C@@H]1CN([C@@H](C)CO)C(=O)CCCn2nncc2CO[C@H]1CN(C)C(=O)CCC(F)(F)F,98,1,.,-7,.,2,.,.,-3,.
CCN(CC)S(=O)(=O)c1ccc2oc(C(=O)NCc3ccc(C)cc3)c(C)c2c1,93,-2,-8,-2,10,-1,-6,-2,-9,-1.7
CC1CCC(NC(=O)c2nn(C)c(=O)c3ccccc23)CC1 (configuration not stated),99,1,.,-6,.,-5,.,.,-2,.
COc1cccc(-c2csc(NC(=O)C3CC3)n2)c1,95,3,-1,12,16,2,-5,2,-3,-3.1
COc1ccc([C@@H]2CC(=O)c3c(O)cc(O)cc3O2)cc1O,112,0,-14,-4,15,-3,-20,-2,1,-2.7
COc1ccc(C2=NN(CCC(=O)NC3CCCCC3C)C(=O)CC2)cc1 (configuration not stated),104,.,.,-2,.,7,.,.,1,.
C/C(N)=C(/C#N)C(=O)COC(=O)c1cc(C)n(-c2ccc(F)cc2)c1C,111,-2&-2,-4&3,-9&-2,16&-10,-3&-3,12&-30,-3&-3,0&1,-3.2&1.8
Cc1cc(SCc2ccccc2Cl)nc(=O)[nH]1,96,4,31,9,2,2,-6,10,1,-0.4
CC(C)Oc1ccc2c3c(c(=O)oc2c1)CCC3,.,-5,0,-2,-13,-1,6,-2,-4,2.6
O=c1oc2ccccc2c(O)c1C=NCc1ccccn1,107,-4,2,14,-2,-5,-25,9,1,0.3
Cc1ccc(S(=O)(=O)N2CCN(c3nccnc3C#N)CC2)cc1,118,5,-12,1,9,-10,-2,-5,-7,-1.8
CCOc1ccc(OCc2ccc(C(=O)Nc3cccnc3)o2)cc1,110,0,6,-3,-2,-1,1,-1,6,0.3
O=C(Nc1cccc(-c2csc(Nc3cccc(C(F)(F)F)c3)n2)c1)c1ccccc1,104,0,-2,-4,-22,-10,-7,3,-2,4.0
O=C(Nc1ccc(-c2nc3ccccc3[nH]2)cc1)c1ccco1,87,2,34,-1,3,-8,15,0,-3,-0.4
CCSC(=O)CCCCCCCCCCCO,112,-5,2,6,-10,-17,7,-2,-17,2.4
O=[N+]([O-])c1ccc(F)cc1Oc1nc(-c2cccnc2)nc2ccccc12,107,-4,8,-1,2,9,-6,2,-3,-0.4
O=C(N/N=C/c1ccc([N+](=O)[O-])cc1)C(=O)N1CCCC1,-17*,-2,-18,-7,-7,-9,15,-3,4,1.3
CCCc1cc(=O)[nH]c(SCCOc2ccc(Cl)cc2)n1,105,1,9,0,-6,-9,9,0,-9,1.0
S=C1NCCNC(=S)NCCOCCOCCOCCN1,131,3,7,-10,-6,0,-21,8,2,1.2
O=C(CN1CCCCCC1)N1c2ccccc2C=Cc2ccccc21,116,2,2,-2,7,2,2,-1,1,-1.4
FC(F)(F)c1ccc(NCc2ccccn2)nc1,87,1,-1,-6,12,-10,3,-1,-3,-2.0
CN(C)c1ccc(C(CNC(=O)c2ccco2)N2CCCC2)cc1 (configuration not stated),.,-2,22,-1,12,-6,-1,-1,1,-2.3

# 3 structures out of the list, arranged by count of non-hydrogen atoms, smallest number first.
SMILES,DSG3 Ab inh,V-ATPase pHluor,Arr AP2 block,PKA-R1A act,OPRM1-OPRD1 inv,PKA-R2B act,HTR5A inv ctr,HTR5A ag ctr,DAGLB inh,OPRM1-OPRD1 ag
CC(C)Oc1ccc2c3c(c(=O)oc2c1)CCC3,.,-5,0,-2,-13,-1,6,-2,-4,2.6
CCCc1cc(=O)[nH]c(SCCOc2ccc(Cl)cc2)n1,105,1,9,0,-6,-9,9,0,-9,1.0
CCOc1ccc(OCc2ccc(C(=O)Nc3cccnc3)o2)cc1,110,0,6,-3,-2,-1,1,-1,6,0.3

# Next entries follow.
SMILES,DSG3 Ab inh,V-ATPase pHluor,Arr AP2 block,PKA-R1A act,OPRM1-OPRD1 inv,PKA-R2B act,HTR5A inv ctr,HTR5A ag ctr,DAGLB inh,OPRM1-OPRD1 ag
COc1ccc(N2CCC(CNC(=S)Nc3cc(C)cc(C)c3)C2)cc1 (configuration not stated),103,-3,-16,-9,2,-18,3,4,4,-0.4
COc1ccc(NC(=O)Cc2nnc(SCC(=O)NC3CCCC3)n2C)cc1,.,3,12,-2,7,-1,3,1,1,-1.0
O=C1C(Cc2ccccc2)Nc2ncnc(N3CCCCC3)c2N1Cc1ccc(Cl)cc1 (configuration not stated),100,7,10,-2,-10,3,3,-1,2,1.7
Cc1cc(C)cc(OCC(=O)N/N=C\c2cn(C)nc2C)c1,85,5,-8,-2,20,-13,7,3,-1,-3.7
CCC1(C)Cc2ccccc2-c2nc(NCCO)n(-c3ccccc3)c(=O)c21 (configuration not stated),101,-2,4,-5,8,2,-1,-5,-1,-1.8
CC1CCN(S(=O)(=O)c2ccc(Oc3ccc([N+](=O)[O-])cc3)cc2)CC1,97,1,21,-3,-9,3,12,9,-9,1.7
CC(C)(C)c1cc2nc(N)nc(N)n2n1,112,2,10,-8,9,-10,-4,4,-6,-1.9
CS(=O)(=O)N(CC(=O)NCc1ccccc1)c1ccc(Cl)cc1,96,-5,1,-8,13,-4,2,0,0,-2.8
Cc1cc(C)nc(CCNC(=O)c2cc(COc3c(F)cccc3F)on2)n1,104,-5,29,-4,13,-4,7,-3,-3,-2.6
COc1cc2c(cc1NC(=O)CN1CCN(S(=O)(=O)c3ccc(C)cc3)CC1)oc1ccccc12,61,-8,9,11,-10,3,-32,15*,-2,1.6
COC(=O)c1c(C)oc(C)c1S(=O)(=O)NCC1CC1,.,5,-6,6,15,-7,-32,5,-1,-3.0
c1ccc(N2CCCCC2)c(NC2=NCCC2)c1,108,-2,24,9,11,-4,-8,3,-2,-2.0
COc1ccc(C(CNC(=O)c2ccc(S(=O)(=O)N3CCOCC3)cc2)N2CCCCC2)cc1 (configuration not stated),110,-1,1,1,22,-5,13,2,0,-3.8
CN(CC(=O)NCc1ccco1)S(=O)(=O)c1ccc(F)cc1,.,-1,-5,-14,5,-10,8,-3,3,-0.6
CN(C)c1nc(NCc2ccccc2)nc(N/N=C/c2cccc(Br)c2)n1,116,-2,39,-14,1,-4,-5,2,-8,-0.2
CCOC(=O)N1CCN(Cc2nc(-c3ccc(OC)cc3)no2)CC1,95,-1,-4,5,-11,-2,19,3,1,2.0
Cc1ccc(CN(C)C(=O)COC(=O)CSc2cc(C)c3ccccc3n2)cc1,.,-3,6,10,-17,8,3,-1,-4,4.4
O=C(Cn1c(NCCO)nc2ccccc21)Nc1ccc2c(c1)OCCCO2,100,-2,4,1,.,7,.,.,1,.
CSc1ccccc1NC(=O)C1C2CCC(C2)C1C(=O)O (configuration not stated),106,-7,-2,6,20,0,-2,1,0,-3.9
Cc1ccc(C(=O)N(CC(C)C)c2c(N)n(Cc3ccccc3)c(=O)[nH]c2=O)o1,109,-1,8,1,5,-6,-6,2,-2,-0.9
CC(C)(C)NC(=O)CN(C(=O)CS(=O)CC(=O)Nc1ccc(F)cc1)c1cccc(F)c1 (configuration not stated),107,-2,-8,-3,5,-3,-8,6,2,-1.1
Cc1ccc(Oc2nc3ccccc3n3c(C)nnc23)c(C)c1,104,0,28,2,2,6,8,0,2,-0.3
COC(=O)c1cc(=O)c2ccc(OC)cc2o1,102,0,2,-5,6,2,8,3,-1,-1.1
CC(=O)c1cccc(NS(=O)(=O)c2cc3c(cc2C)NC(=O)CO3)c1,109,3,-5,-16,3,1,0,-3,6,-0.6
CCN(CC)C(=O)/C(=C\c1ccc(Br)cc1)NC(=O)c1ccccc1OC,98,-3,-5,-5,10,-1,7,1,0,-1.7
O=C(NCCN1CCOCC1)c1ccc2c(c1)N(Cc1ccccc1F)C(=O)c1ccccc1S2,96,1,5,3,14,4,0,-2,0,-2.7
CCOC(=O)C(C(=O)OCC)C(Nc1ccccc1)c1ccccc1 (configuration not stated),101,-2,5,4,2,-1,4,-1,3,-0.4
Nc1cccnc1Sc1ccc([N+](=O)[O-])cn1,82,4,21,-13,8,-2,17,-7,3,-1.2
CC(C)n1nc(C(=O)NCc2ccc3c(c2)OCO3)c2ccccc2c1=O,103,3,13,-8,8,-6,-2,-3,-3,-1.5
Cc1cc(C)c(NC(=O)CSCc2c(C)noc2C)c(Cl)c1,102,-1,3,-2,4,-3,5,4,0,-0.5
CC(C)(C)[C@H]1COC(=O)[C@@H](NC(=O)OCC2c3ccccc3-c3ccccc32)C/C=C\C[C@@H](CC(=O)N[C@@H](CO)Cc2ccccc2)C(=O)N1,107,-5,7,12,15,-3,1,0,-1,-3.2
Cc1ccc(NC(=O)CCn2cccc2)cc1C,102,2,1,7,-10,5,-11,7,-1,1.5
CN(CCC#N)S(=O)(=O)c1ccc2[nH]cc(C(=O)NCCc3ccccc3)c(=O)c2c1,103,1,2,-12,-8,-5,-8,-1,-1,1.5
COc1ccc(CCNC(=O)CS(=O)Cc2nc(-c3cccs3)oc2C)cc1OC (configuration not stated),99,0,5,5,2,7,-3,-1,2,-0.4
COc1ccc(S(=O)(=O)N2CCC(NC(=O)C3CCCCC3)CC2)cc1,91,3,-8,-4,-4,0,-18,6,-1,0.5
